SMN2 splice up: SMN2 splice variant enhancement. HEK293 SMN2-luciferase splicing reporter, luminescence, 30-36 h. Potency, µM (doses to about 46.1 µM), for the others: top-dose activity change, positive = activation, usual class: activators. hit rate 2.8% among 210,000; also: % of control where 0% means no effect; nearly all actives have a fitted effect of over 55% in size
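qHTS luciferase splicing reporter: luminescence rises when SMN2 exon 7 is included in transfected HEK293 cells. Compound exposure lasted 30-36 h at 37C, with 4.5 mM final sodium butyrate as control, followed by a ONE-Glo read.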
Tau ThT inhib: tau fibrillization inhibition (ThT binding) | P10636 | AID 1460 | Potency, µM (doses to about 57.4 µM), for the others: at the top dose activity, negative = inhibition, most hits filed as inhibitors | recombinant tau K18 P301L (four-repeat tau fragment), heparin-induced fibrillization, ThT fluorescence | hit rate 2.1% among 270,000; also: % is scaled to controls: 0 for no effect and ±100 for the full control effect; nearly all actives have a fitted effect of over 55% in size
Target sequence (P10636 561-689 P618L limits assumed): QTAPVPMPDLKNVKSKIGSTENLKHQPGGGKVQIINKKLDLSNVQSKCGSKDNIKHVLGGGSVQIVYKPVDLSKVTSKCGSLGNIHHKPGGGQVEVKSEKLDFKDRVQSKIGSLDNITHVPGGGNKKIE
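Tau K18 P301L fragment (15 uM unlabeled plus 0.24 uM Alexa 594-labeled) in 100 mM sodium acetate pH 7 with compound, fibrillization induced by 20 uM heparin for 6 hr at 37 C. Thioflavin T (30 uM) added, fluorescence read after 1 hr (ex 450, em 510 nm).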
LMNA splice mod: LMNA splicing modulation; hit rate 0.01% among 200,000; Potency, µM (series often up to 46.1 µM), for the others: at the highest dose ratio change, negative = inhibition, actives largely listed as inhibitors; AID 1487; HeLa LMNA splicing GFP/RFP minigene ratio, 48 h; active = well fitted inhibition curve with a large enough effect in the signal ratio, with a control signal flat, not every such curve was filed as active; inconclusive = small, poorly fitted or top-dose-only effect, or effect the other way, or a change in a side signal; the % refers to the signal ratio; also: % is scaled to controls: 0 for no effect and ±100 for the full control effect
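Read-out is the ratio of GFP to DsRed2 object intensity, acquired by 488 nm laser-scanning cytometry on HeLa lamin A-EGFP minigene reporter cells. Compound incubation 48 hrs at 37 °C in Opti-MEM with 2% FBS; DMSO 0.5% final.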
JMJD2E inh: inhibitors of human JMJD2E histone demethylase | B2RXH2 | JMJD2E catalytic domain, FDH-coupled NADH fluorescence (FDH is formaldehyde dehydrogenase) | Potency, µM (highest dose often 57.1 µM), without a hit: at the highest dose activity change, negative = inhibition, usual class: inhibitors | hit rate 1.6% among 230,000 | AID 2147; active = well fitted inhibition curve with a large enough effect, not every such curve was filed as active; inconclusive = small, poorly fitted or top-dose-only effect, or another doubt; inactive = no such curve, though single readings can be large or run the other way;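 also: 0% = wells with enzyme and -100% = buffer wells without enzyme; nearly all actives have a fitted effect of over 50% in size; many of its hits are not listed in these tables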
Target sequence (B2RXH2 1-337 limits assumed): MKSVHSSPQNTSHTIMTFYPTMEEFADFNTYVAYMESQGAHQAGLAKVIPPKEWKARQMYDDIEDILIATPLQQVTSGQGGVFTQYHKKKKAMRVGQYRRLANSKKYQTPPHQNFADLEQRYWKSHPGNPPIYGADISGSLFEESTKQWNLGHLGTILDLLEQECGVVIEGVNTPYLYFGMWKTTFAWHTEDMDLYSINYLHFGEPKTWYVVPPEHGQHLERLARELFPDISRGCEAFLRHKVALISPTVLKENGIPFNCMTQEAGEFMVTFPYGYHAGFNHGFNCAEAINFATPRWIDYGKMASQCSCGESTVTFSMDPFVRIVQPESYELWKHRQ
L3MBTL1 inh: L3MBTL1 (human) inhibition. AlphaScreen L3MBTL1–H3K9me1 peptide binding. AID 485360. hit rate 0.66% among 230,000. Q9Y468. Potency, µM (highest dose often 57.1 µM), for inactives: at the top dose activity, negative = inhibition, actives largely listed as inhibitors; also: % is scaled to controls: 0 for no effect and ±100 for the full control effect; nearly all actives have a fitted effect of over 60% in size
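Read-out is AlphaScreen signal from streptavidin donor and nickel chelate acceptor beads (10 ug/mL final each) bridging L3MBTL1 (50 nM) and biotinylated K9-monomethylated H3(1-15) peptide (75 nM), after 30 min compound exposure at room temperature.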
Luc counter: blocks Kinase-Glo luciferase, a counter-screen artifact. Kinase-Glo luciferase, ATP luminescence, 8 min. Potency, µM (series often up to 38.3 µM), without a hit: top-dose activity change, negative = inhibition, hits mostly inhibitors. hit rate 0.28% among 200,000; also: % is scaled to controls: 0 for no effect and ±100 for the full control effect; nearly all actives have a fitted effect of over 60% in size
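Recombinant Kinase-Glo luciferase, 10 uM ATP (linear range), luciferin; imidazole pH 7.2 / KCl / MgCl2 / Tween / BSA buffer; 8 min RT; luminescence.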
ALDH1A1 block: inhibitors of human aldehyde dehydrogenase 1A1 | P00352 | Purified ALDH1A1, NADH fluorescence, propionaldehyde substrate | Potency, µM (titrated, usually from 75.3 µM), for the others: at the highest dose activity, negative = inhibition, actives largely listed as inhibitors | hit rate 7.3% among 220,000; active = well fitted inhibition curve with a large enough effect, not every such curve was filed as active; inconclusive = small, poorly fitted or top-dose-only effect, or another doubt; inactive = no such curve, though single readings can be large or run the other way;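 also: plate controls were no enzyme wells and a reference inhibitor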
Target sequence (P00352 whole entry, looked up): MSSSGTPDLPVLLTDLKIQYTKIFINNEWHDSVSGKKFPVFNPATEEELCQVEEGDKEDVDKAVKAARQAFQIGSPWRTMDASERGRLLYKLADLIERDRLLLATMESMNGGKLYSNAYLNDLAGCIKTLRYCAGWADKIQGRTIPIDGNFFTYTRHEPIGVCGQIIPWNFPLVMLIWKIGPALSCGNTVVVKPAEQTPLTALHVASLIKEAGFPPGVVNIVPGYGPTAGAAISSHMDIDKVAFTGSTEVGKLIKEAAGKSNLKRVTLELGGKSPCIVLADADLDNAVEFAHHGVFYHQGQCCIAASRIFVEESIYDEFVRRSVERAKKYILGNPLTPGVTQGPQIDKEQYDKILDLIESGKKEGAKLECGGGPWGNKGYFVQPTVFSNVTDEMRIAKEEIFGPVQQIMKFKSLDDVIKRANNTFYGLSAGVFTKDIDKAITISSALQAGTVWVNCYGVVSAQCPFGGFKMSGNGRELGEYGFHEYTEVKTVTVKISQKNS
RECQ1 inh: RECQ1 (human) helicase inhibition; P46063; RECQ1 DNA unwinding, red fluorescence kinetic read; Potency, µM (series often up to 57.3 µM), for inactives: at the highest dose activity, negative = inhibition, most hits filed as inhibitors; hit rate 0.54% among 240,000; AID 2549;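 also: plate controls were vehicle for no effect and no enzyme for full effect; nearly all actives have a fitted effect of over 30% in size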
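50 nM RECQ1T1 preincubated 15 min with compound in Tris pH 8.0 buffer with MgCl2, DTT, Tween-20 and 2.5 ug/ml poly(dI-dC); started with 200 nM TAMRA/BHQ-2 forked duplex and 2 mM ATP. Unwinding read as fluorescence (525/598 nm), two reads 2 h apart.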
An asterisk follows results filed as active; i = inactive; ? = inconclusive; . = no result given; & = joins results of further samples; [ ] = remark or other dose. Unless noted, calls follow the shape of the dose curve; as a rule, active = well fitted curve in the direction sought with a large enough effect; inconclusive = small, poorly fitted or top-dose-only effect, or another doubt; inactive = no such curve, though single readings can be large; an effect the other way counts as inactive or inconclusive. Potency is read from the fitted curve at half-maximal effect.

SMILES	SMN2 splice up	Tau ThT inhib	LMNA splice mod	JMJD2E inh	L3MBTL1 inh	Luc counter	ALDH1A1 block	RECQ1 inh
CN1CCN(CC(O)(c2ccc(Cl)cc2)c2ccc(Cl)cc2)CC1	-10%	-13%	-8%[46 µM]	-3%	-16%	-4%	-2%	-4%
O=C(NCCc1ccccc1)/C(=C\c1ccc([N+](=O)[O-])cc1)NC(=O)c1ccc(Br)cc1	-5%	-6%	-4%	-11%	2%	1%	?	-18%
CC(=O)Nc1ncc(Cc2cc(Cl)ccc2Cl)s1	.	-1%	?	-30%	-7%	-2%	-4%	-10%
CCC(C)c1ccc(NC(=S)NC2CCN(Cc3ccccc3)CC2)cc1 (stereo unspecified)	-32%[inhibitor]	-5%	-20%	4%	-7%	4%	7.1µM*	-10%
COc1ccc(OCCCNCCc2ccccc2)cc1	9%	1%	.	1%	0%	0%	5%	2%
O=C(Cn1c(C(F)(F)F)nc2ccccc21)Oc1cccc(C(F)(F)F)c1	-2%	?	?	-1%	13%	0%	-2%	8%
CCC(=O)Nc1cc(OC)cc(OC)c1	19%	3%	4%[46 µM]	1%	7%	2%	4%	1%
C=CCN1C=CC(=C/C=C(/C#N)C(=O)OCC)C=C1	1.4µM*	?	?	?	-5%	-5%	-4%	0%
Cc1ccc(Sc2cc(Cl)nc(N)n2)cc1	-4%	-6%	15%	8%	-2%	-2%	11%	-2%
O=C(CCSCCc1ccccn1)Nc1ccc(Br)cc1F	5%[1.84 µM]	4%	8%	3%	-12%	-5%	?	-4%
COCc1cc(Sc2cccc(Cl)c2Cl)nc(-c2ccccc2)n1	-17%	-26%	-1%	1%	10%	0%	0%	-3%
Cc1ccccc1NC(=O)CN1C(=O)COc2ccc(Cl)cc21	-7%	3%	14%	3%	2%	17%	2%	-2%
Cc1ccc(-c2csc(NC(=O)/C=C/c3ccco3)c2C(=O)O)cc1	11µM*	?	11%[46 µM]	?	?	-13%	?	22µM*
COc1ccc(CC(=O)Nc2ccccc2C(=O)N2CCOCC2)cc1OC	4%	3%	6%	1%	0%	-3%	9%	-1%
COc1ccc(OC)c(/C=N/NC(=O)CN2CCSCC2)c1	22%	-17%	-2%	?	2%	-1%	?	7%
Cn1cccc1C(=O)NC(=O)COC(=O)CC12CC3CC(CC(C3)C1)C2	-7%	-5%	10%	6%	-3%	3%	-7%	-10%
CCCCN1C(=O)C(O)(CC(=O)c2ccccc2OC)c2ccccc21 (stereo unspecified)	4%	-13%	5%	0%	7%	-1%	8.9µM*	i
O=C(CCn1c(=S)oc2ccccc21)Nc1cccc(F)c1	-40%[inhibitor]	1%	.	2%	.	1%	-15%	-4%
CCOc1ccc(/C(O)=C2/C(=O)C(=O)N(CCN(CC)CC)C2c2ccco2)cc1 (stereo unspecified)	20%	-15%	-3%	0%	13%	4%	-12%	-4%
CCN(CC)c1nc(C(N)=O)cc(-c2ccccc2)n1	-12%	-16%	29%	?	24%	-1%	-2%	i
Cc1ccc(C(=O)N/C(=C/c2cn(-c3ccccc3)nc2-c2ccccc2)C(=O)O)cc1	.	-17%	.	6%	.	.	11µM*	i
Cc1c(CN2CCC(CO)(CCOc3ccccc3)CC2)[nH]c2ccc(Cl)cc12	.	?	?	?	-6%	0%	?	-8%
O=C(CSc1nnnn1-c1ccccc1)CSc1nnnn1-c1ccccc1	-33%[inhibitor]	-15%	-8%	7%	-4%	13%	3.2µM*	-10%
O=C(c1ccc(COc2ccc(F)cc2)o1)n1cc(Br)cn1	1%	?	2%	-15%	-28%	0%	?	-23%
COC(=O)NCCOC(=O)N(O)c1ccc(Br)cc1	-11%	-9%	8%	-2%	-2%	5%	3%	-7%

In the list so far, these have fluorine.
SMILES	SMN2 splice up	Tau ThT inhib	LMNA splice mod	JMJD2E inh	L3MBTL1 inh	Luc counter	ALDH1A1 block	RECQ1 inh
O=C(Cn1c(C(F)(F)F)nc2ccccc21)Oc1cccc(C(F)(F)F)c1	-2%	?	?	-1%	13%	0%	-2%	8%
O=C(CCSCCc1ccccn1)Nc1ccc(Br)cc1F	5%[1.84 µM]	4%	8%	3%	-12%	-5%	?	-4%
O=C(CCn1c(=S)oc2ccccc21)Nc1cccc(F)c1	-40%[inhibitor]	1%	.	2%	.	1%	-15%	-4%
O=C(c1ccc(COc2ccc(F)cc2)o1)n1cc(Br)cn1	1%	?	2%	-15%	-28%	0%	?	-23%

(next part)
SMILES	SMN2 splice up	Tau ThT inhib	LMNA splice mod	JMJD2E inh	L3MBTL1 inh	Luc counter	ALDH1A1 block	RECQ1 inh
O=C(COc1ccc2c(c1)OCO2)NC12CC3CC(CC(C3)C1)C2	26%	-7%	-19%	-8%	-6%	3%	?	-5%
COc1ccccc1N1CCN(c2cc(=O)n(-c3ccc(Cl)cc3)c(=O)[nH]2)CC1	5%	2%	-8%	?	-5%	-1%	7%	-6%
Cc1nc2ccc(NC(=O)N3CCCCC3)cc2s1	?	-12%	0%	-12%	-11%[11.4 µM]	1%	-3%	-1%
CCOc1cc(/C=N/n2cnnc2)c(Br)cc1O	-1%	-5%	?	?	-3%	-4%	5%	-4%
Cc1ccc(/C=C/C(=O)N2CCN(c3ncccn3)CC2)o1	-1%	?	7%	?	-19%	0%	3.5µM*	-13%
CN1C(=O)C(C(=O)Nc2ccccc2F)c2ccccc21 (stereo unspecified)	8%	?	6%	-4%	-1%	0%	6%	7%
Cc1ccc(-c2nn(CCC#N)cc2C=C(C#N)C#N)cc1	2%	?	-4%	-4%	5%	2%	20µM*	i
COc1ccc(-c2nc(CS(=O)CC(=O)NCc3ccccn3)c(C)o2)cc1 (stereo unspecified)	-3%	?	-7%	?	50%[activator]	-2%	?	5%
CCOC(=O)C1CCCN(c2c(NCCCN(CC)c3cccc(C)c3)c(=O)c2=O)C1 (stereo unspecified)	-12%	-21%	4%	0%	-3%	1%	0%	10%
O=C(OCC(O)CN1CCCCC1)C12CC3CC(CC(C3)C1)C2 (stereo unspecified)	-1%	6%	2%	1%	-9%	-1%	-1%	3%
CCOC(=O)CSc1nc2ccccc2c(=O)n1-c1ccc(C(=O)NCCOC)cc1	-5%	5%&-1%	-5%[46 µM]	2%	10%	-1%	1%	i
CC(C)NCc1cccc([N+](=O)[O-])c1	-5%	2%	-16%	-5%	-2%	-2%	-7%	3%
O=C(Nc1ccccc1)c1ccc2nc(-c3ccco3)c(-c3ccco3)nc2c1	8%	?	-2%	?	?	-23%	0.18µM*	1%
CN(C)S(=O)(=O)c1ccc(NC(=O)CSc2n[nH]c(=O)n2C2CC2)cc1	-1%	-7%	-1%[46 µM]	-7%	11%	-2%	-3%	i
O=C(/C=C/c1ccc(Cl)cc1)Nc1nccs1	4µM*	6%	.	5%	-7%	-8%	2%	20%
Cc1ccc(C(=O)NCc2ccc(Cl)cc2)o1	13%	-5%	-6%	-2%	-9%	0%	-1%	-18%
CCC(=S)/C=C1\Sc2ccc3ccccc3c2N1CCCS(=O)(=O)O	-5%	?	16%	-21%	-6%	-8%	-3%	-10%
Clc1cccc(Cl)c1/C=N\Nc1nccs1	-30%	5%	11%	1%	-6%	-3%	?	-3%
CCOc1cccc2cc(C(N)=O)c(=NCc3ccccc3)oc12	-4%	-14%	8%	1%	-1%	-3%	-1%	-7%
NC(=O)CN1C(=O)C2CCCCN2C(=O)c2ccccc21 (stereo unspecified)	-18%	-2%	8%	-1%	1%	-1%	7%	i
CCCCNC(=S)Nc1cc(S(=O)(=O)N2CCCCC2)ccc1C	.	-6%	.	6%	-10%	.	.	-3%
CCCC[n+]1ccc(-c2nc3ccc([N+](=O)[O-])cc3[nH]2)cc1	11µM*	10%	-13%	-4%	-1%	-5%	-1%	7%
CC(=O)c1ccc(OCC(C)C)c(Cc2c(O)nc(N)[nH]c2=O)c1	-6%	-8%	-5%	-1%	6%	3%	1%	-7%
O=C(NCc1cccs1)c1cccnc1C(=O)O	6%	-2%	6%	?	-8%	-1%	-7%	-5%
CCC(=O)N1N=C(c2ccc(NS(C)(=O)=O)cc2)CC1c1ccc(N(C)C)cc1 (stereo unspecified)	?	-8%	7%[9.22 µM]	?	.	1%	-10%	-13%

Structures listed so far that bear a hit mark in RECQ1 inh.
SMILES	SMN2 splice up	Tau ThT inhib	LMNA splice mod	JMJD2E inh	L3MBTL1 inh	ALDH1A1 block	RECQ1 inh
Cc1ccc(-c2csc(NC(=O)/C=C/c3ccco3)c2C(=O)O)cc1	11µM*	?	11%[46 µM]	?	?	?	22µM*

3 compounds from above, ordered by the number in ALDH1A1 block, lowest first:
compound | ALDH1A1 block
O=C(Nc1ccccc1)c1ccc2nc(-c3ccco3)c(-c3ccco3)nc2c1 | 0.18µM*
O=C(CSc1nnnn1-c1ccccc1)CSc1nnnn1-c1ccccc1 | 3.2µM*
Cc1ccc(C(=O)N/C(=C/c2cn(-c3ccccc3)nc2-c2ccccc2)C(=O)O)cc1 | 11µM*

Continuation.
SMILES	SMN2 splice up	Tau ThT inhib	LMNA splice mod	JMJD2E inh	L3MBTL1 inh	Luc counter	ALDH1A1 block	RECQ1 inh
O=C(N/N=C/c1ccc(O)cc1O)c1ccc(CN2C(=O)c3cccc4cccc2c34)cc1	-81%[inhibitor]	?	?	?	6%	0%	-6%	6%
CSc1nc(N)nc(N(C)C)n1	.	2%	.	-1%	7%	.	13%	i
O=C(Nc1c(C(=O)N2CCOCC2)cnn1-c1ccccc1)c1ccco1	5%	-7%	8%	-6%	-1%	1%	1%	-10%
Cc1cc(C)cc(N(CC(=O)NC2CCCCC2)C(=O)CCC(=O)Nc2cc(C)ccn2)c1	?	-5%	8%	-2%	.	-1%	-2%	9%
O=C(COC(=O)c1ccccc1C(=O)c1ccccc1)NCc1ccc(F)cc1	6%	-3%	.	6%	33%[activator]	4%	8%	-4%
Cc1ccc(S(=O)(=O)NN2C(=O)/C(=C/c3ccccn3)SC2=S)cc1	-7%	?	-9%	-1%	-9%	1%	?	-1%

The list is partial. The share of hits here may be higher or lower than overall.
